KCNQ1 inh: inhibitors of human KCNQ1 potassium channel; B-score at 10 µM; actives 1.3% (n = 310,000); CHO-K1 KCNQ1, FluxOR thallium flux fluorescence; active compounds read high; P51787;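 active = compounds whose thallium flux B-score, printed positive for inhibition, exceeds three library SD while starting fluorescence stays within three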;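 also: channel opened by potassium depolarization with thallium stimulus after 20 min compound exposure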
Target sequence (P51787 whole entry, looked up): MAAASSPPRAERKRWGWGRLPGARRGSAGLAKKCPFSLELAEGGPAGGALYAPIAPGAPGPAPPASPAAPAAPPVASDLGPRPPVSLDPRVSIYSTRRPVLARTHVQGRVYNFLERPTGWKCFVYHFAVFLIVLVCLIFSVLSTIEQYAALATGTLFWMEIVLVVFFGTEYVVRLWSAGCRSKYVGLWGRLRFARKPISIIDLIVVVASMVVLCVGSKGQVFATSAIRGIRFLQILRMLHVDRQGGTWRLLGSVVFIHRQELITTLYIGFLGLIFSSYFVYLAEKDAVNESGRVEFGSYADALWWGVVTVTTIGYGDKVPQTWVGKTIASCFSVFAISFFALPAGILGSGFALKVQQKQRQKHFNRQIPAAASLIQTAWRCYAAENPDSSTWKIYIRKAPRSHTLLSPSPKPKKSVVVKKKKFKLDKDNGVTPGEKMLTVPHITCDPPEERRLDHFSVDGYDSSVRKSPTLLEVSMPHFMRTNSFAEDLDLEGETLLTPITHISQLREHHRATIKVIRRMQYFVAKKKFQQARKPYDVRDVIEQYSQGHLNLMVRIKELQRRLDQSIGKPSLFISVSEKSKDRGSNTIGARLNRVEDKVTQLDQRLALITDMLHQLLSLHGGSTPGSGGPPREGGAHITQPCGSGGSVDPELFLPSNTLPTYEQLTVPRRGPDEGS
KCNK9 block: blocks the human KCNK9 two-pore domain potassium channel. Q9NPC2. HEK293 KCNK9, FluxOR thallium flux fluorescence; active compounds read low. B-score at 10 µM. actives 1.2% (n = 310,000). AID 488922;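 active = ratio B-score over 3 SD below the library mean, with starting fluorescence within 5 SD of its mean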;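 also: negative B-score means less thallium flux so channel inhibition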
GSK3A inh: blocks human GSK-3 alpha kinase. actives 0.1% (n = 320,000). P49840. ADP-Glo luminescence, 60 min. AID 2650. inhibition, % at 10 µM;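 in the data active = inhibition above about 50%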;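 also: GST-tagged GSK-3 alpha with peptide substrate and 25 µM ATP; 0% = DMSO neutral wells and 100% = GW8510 positive control wells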
GSK3beta inhib: blocks human GSK3beta kinase activity. P49841. GST-GSK3beta kinase, ADP-Glo luminescence, 60 min; active compounds read low. activity score (negative = inhibition), % at 10 µM. actives 0.038% (n = 300,000). AID 2097;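 active = more than half of replicate wells score below -50%, meaning over 50% inhibition versus plate controls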;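 also: 0% = median DMSO wells and -100% = median GW8510 positive control wells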
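Assay system: GST-tagged human GSK3beta kinase, cell-free; Input: 1.6 ng GSK3beta; Medium: Tris/MgCl2 kinase buffer; Timing: 60 min enzyme reaction, room temperature; Signal: ADP-Glo luminescence quantifying ADP generated by kinase; Evaluation: score relative to plate controls; Benchmarks: DMSO neutral wells and GW8510 at 20 µM as positive.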
RGS4 inh: inhibitors of human RGS4 | B-score at 10 µM | AID 463165 | actives 0.45% (n = 310,000) | HEK293 M3R/RGS4 inducible, Fluo-4 calcium flux; active compounds read high; triggered by carbachol at its EC20 | P49798;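 active = B-score, a plate-corrected calcium signal, over three deviations above library mean, with baseline fluorescence within five deviations of library mean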;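 also: RGS4 expression induced by doxycycline in cells with stable M3 receptor; B-score is computed from the integrated fluorescence ratio over baseline after carbachol; higher B-score means a larger calcium signal and so more RGS4 inhibition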
Target sequence (P49798 whole entry, looked up): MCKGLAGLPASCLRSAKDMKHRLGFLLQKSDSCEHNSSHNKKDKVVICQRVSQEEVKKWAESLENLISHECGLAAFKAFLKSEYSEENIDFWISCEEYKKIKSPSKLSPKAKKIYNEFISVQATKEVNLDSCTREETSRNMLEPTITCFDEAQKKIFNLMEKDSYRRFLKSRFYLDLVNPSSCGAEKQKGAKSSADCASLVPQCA
KCNQ1 pot: potentiators or activators of human KCNQ1 potassium channel | CHO-K1 KCNQ1, thallium flux FluxOR fluorescence; active compounds read high | B-score at 10 µM | P51787 | actives 0.35% (n = 310,000);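 active = fluorescence ratio B-score, a plate-corrected score, at least three library SD, with initial intensity B-score within 5 SD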
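Schedule – 37 °C overnight plating, 90-min dark dye load, 20-min compound pretreatment · System – stable KCNQ1 CHO-K1 line · Probe or stimulus – thallium- and potassium-containing depolarizing buffer · Measured by – kinetic FluxOR fluorescence, 10 s baseline plus 110 s post-stimulus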
hERG protect: hERG (human) protection from proarrhythmic block; actives 0.51% (n = 310,000); CHO-hERG, FluxOR thallium flux, dofetilide IC70 present; Q12809; activation (rescue from dofetilide block), less the hit threshold, % at 10 µM;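 active = activation above the mean of controls blocked by dofetilide plus 5 SD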;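 also: thallium influx through hERG after potassium depolarization seen as dye fluorescence rise; in these data hits start at about 4.7%; inactives centre near -7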
KCNK3 inh: human KCNK3 channel inhibition, primary screen. B-score at 10 µM. AID 602410. CHO-KCNK3 thallium flux, FluxOR fluorescence; active compounds read low. actives 0.84% (n = 340,000);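 active = B-score under library mean minus 4 SD, starting fluorescence ratio at most library mean plus 5 SD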;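 also: more negative B-score means stronger inhibition of thallium flux through KCNK3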
RGS4 pot: RGS4 potentiation or activation. actives 0.92% (n = 310,000). HEK293 M3R/inducible RGS4, carbachol calcium flux Fluo4; active compounds read low. AID 463111. B-score at 10 µM;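 active = B-score of the integrated calcium signal more than 4 SD below the library mean, with starting fluorescence not abnormally high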;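 also: negative B-score means reduced calcium response which marks RGS4 activation or potentiation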
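Reagent: ECmax carbachol challenge; Test system: M3R-expressing HEK293 line, RGS4 induced by doxycycline; Schedule: overnight RGS4 induction, 30 min dye load 37 °C, 20 min compound RT; Detection: calcium dye Fluo4 fluorescence; Read-out: Agonist-evoked peak-minus-minimum fluorescence over baseline, integrated ratio, B score.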
PolyA inhibitor: yeast polyadenylation inhibition; S. cerevisiae SKY197-pL101 polyadenylation reporter, beta-gal luminescence; efflux-impaired pdr1/pdr3 knockout yeast; score 100 = 6 SD above DMSO; calls only at 12 µM; actives 0.02% (n = 300,000);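 active = lowest replicate activity score at least 50, where 100 means six control SD above control mean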;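 also: yeast exposed to compound for 9 h at 30 °C; higher score means more reporter readthrough which indicates perturbed polyadenylation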
Dyrk1A ADPGlo: inhibitors of rat Dyrk1A kinase | ADP-Glo luminescence, NFATc1 peptide | actives 0.43% (n = 310,000) | Q63470 | inhibition, % at 12.5 µM; in the data active = inhibition above about 50%;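 also: plate controls were vehicle with enzyme for no effect and no enzyme for full effect; many of its hits are not listed in these tables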
The depositor's hits bear a star; i = inactive; · = no result given. The list is partial; count on the stated rates, not on these rows.

SMILES | KCNQ1 inh | KCNK9 block | GSK3A inh | GSK3beta inhib | RGS4 inh | KCNQ1 pot | hERG protect | KCNK3 inh | RGS4 pot | PolyA inhibitor | Dyrk1A ADPGlo
Cc1nnc(SCC(=O)Nc2sccc2C#N)n1Cc1ccccc1 | i | i | -2 | 4 | i | i | -10 | i | i | i | 4
CN(C)S(=O)(=O)N1CCN(C(=O)c2cccs2)CC1 | i | i | 3 | 3 | i | i | -7 | i | i | i | -9
COc1ccc(OCc2cc(C(=O)NCC(C)Oc3cccnc3)no2)c(Cl)c1 (stereo not drawn) | i | i | -1 | 1 | i | i | -10 | i | i | i | 6
CCCCn1c(=O)c(CCC(=O)OCC(=O)NC(=O)NCCC(C)C)nc2ccccc21 | i | i | -6 | -2 | i | i | -12 | i | i | · | 2
CCC1=NN(C(=O)c2ccc(Cl)cc2)C(O)(c2ccc(C)cc2)C1 (stereo not drawn) | i | i | -1 | 1 | i | i | 3 | i | i | i | -9
O=C(NC1CCCc2ccccc21)c1cncc(Br)c1 (stereo not drawn) | i | i | 4 | -3 | i | i | -7 | i | i | i | 3
Cc1cc(C)cc(N=Cc2[nH]c3ccc(Br)c(Cl)c3c2O)c1 | i | i | 0 | 0 | i | i | -12 | i | i | i | 6
CCOc1ccc(NC(=O)CN2C(=O)COc3ccc(S(=O)(=O)N4CCCCC4)cc32)cc1 | i | i | 0 | 4 | i | i | -5 | i | i | i | ·
O=C(Nc1ccccc1)Nc1ccc(NC(=O)c2ccccc2O)cc1 | i | i | -1 | -2 | i | i | -2 | i | i | i | -3
Fc1cccc(CSc2nnc3c(n2)[nH]c2ccccc23)c1 | i | i | -2 | 0 | i | i | -2 | i | i | i | -3
COC(=O)c1cccc(N(C(=O)c2ccco2)C(C(=O)NC2CCCC2)c2ccco2)c1 (stereo not drawn) | i | i | 7 | 4 | i | i | -11 | i | i | i | 2
COc1cc(/C=N/Nc2nc(=O)[nH]nc2C)cc(OC)c1O | i | i | -1 | -1 | i | i | -5 | i | i | i | 18
Cn1c(=O)[nH]c(=O)c2c1nc(NCCCn1ccnc1)n2Cc1cccc(Br)c1 | i | i | 2 | 6 | i | i | -9 | i | i | i | 0
O=C(Nc1cccc(NC(=O)c2ncn[nH]2)c1)c1cccc(Cl)c1 | i | i | -4 | -5 | i | i | -5 | i | i | i | ·
CCCn1c(SCC(=O)NCCc2ccccc2)nnc1-c1ccco1 | i | i | 5 | 1 | i | i | -7 | i | i | i | -1
CCOc1ccc(/C=C2/SC(=O)NC2=S)cc1 | i | i | 6 | -4 | i | 112* | 37* | i | i | i | 27
O=C(c1c[nH]c(C(=O)C(Cl)(Cl)Cl)c1)c1ccccc1Br | i | i | 0 | 2 | i | i | -13 | i | i | i | 1
CN(C)/C=N/c1nc2nccc(-c3ccc(F)cc3)n2n1 | i | i | -2 | 0 | i | i | -5 | i | i | i | -5
CCCCC(=O)Nc1cccc(NC(=O)c2ccccc2Br)c1 | i | i | -2 | 1 | i | i | -14 | i | i | i | -2
CC(=O)c1cccc(NC(=O)/C(=C\c2cccnc2)NC(=O)c2ccccc2)c1 | i | i | 0 | 0 | i | i | -4 | i | i | i | -6
CC(=O)NCc1ccc(S(=O)(=O)N/N=C/c2ccc(N(C)C)cc2)cc1 | i | i | -1 | 5 | i | i | 0 | i | i | i | -4
Cc1ccc(NC(=O)[C@H](C)NC(=O)C2CCN(C(=O)[C@H](CC(C)C)NC(=O)OC(C)(C)C)CC2)cc1 | i | i | -2 | 1 | i | i | -4 | i | i | i | 13
CC(=O)OCC1OC(Sc2cccc3cccnc23)C(OC(C)=O)C(OC(C)=O)C1OC(C)=O (stereo not drawn) | i | i | -2 | 0 | i | i | -7 | i | i | i | 6
CCOC(=O)C(NC(=O)CC)(Nc1cc(C)on1)C(F)(F)F (stereo not drawn) | · | · | -5 | -6 | · | · | · | i | · | i | 0
CCc1nnc(NC(=O)C2CCCCC2)s1 | i | i | 2 | -14 | i | i | -7 | i | i | i | 0

Next part.
SMILES | KCNQ1 inh | KCNK9 block | GSK3A inh | GSK3beta inhib | RGS4 inh | KCNQ1 pot | hERG protect | KCNK3 inh | RGS4 pot | PolyA inhibitor | Dyrk1A ADPGlo
CC(C)(C)C(=O)NC(c1ccccc1)c1c(O)ccc2ccccc12 (stereo not drawn) | i | i | -3 | 2 | i | i | -7 | i | i | i | 8
COc1ccc(OC)c(CN2C(=O)c3ccccc3C2C(=O)NCc2cccnc2)c1 (stereo not drawn) | i | i | 1 | 2 | i | i | -13 | i | i | i | 0
CN(CC(=O)Nn1cnnc1)S(=O)(=O)c1ccc(Br)cc1 | i | i | 0 | 1 | i | i | -8 | i | i | i | 10
S=c1[nH]nc(-c2ccc(Br)o2)n1Cc1ccccc1 | i | i | -2 | 0 | i | i | -4 | i | i | i | 2
C=C(C)[C@@H]1CC=C(CN2CCC(N3CCC(C(=O)N4CCCC4)CC3)CC2)CC1 | i | i | -1 | 1 | i | i | -26 | i | i | i | 1
O=C(NC1CC1)c1ccc(-c2ccccc2)cc1 | i | i | -1 | 0 | i | i | -7 | i | i | i | ·
Cc1ccc(C(=O)C2COC(=O)C2)cc1 (stereo not drawn) | i | i | -1 | 0 | i | i | -8 | i | i | i | 0
CCOC(=O)NC(NCC(O)c1ccccc1)(C(F)(F)F)C(F)(F)F (stereo not drawn) | i | i | 0 | 1 | i | i | -8 | i | i | i | -1
Cn1ncc(Cl)c1C(=O)Nc1ccc2c(c1)OCO2 | i | i | 1 | 0 | i | i | -3 | i | i | i | 28
NC(=O)C1(N2CCCCC2)CCN(C(=O)NC2CCCCC2)CC1 | i | i | · | 2 | i | i | -3 | i | i | i | -10
CCN1CCN(CCNC(=O)c2ccc3nc(-c4cccc(C)c4)c(-c4cccc(C)c4)nc3c2)CC1 | 8* | i | 6 | -4 | i | i | -32 | i | i | i | -5
S=C(NCC1CCCO1)N1CCN(c2nc(-c3ccc(Cl)cc3)cs2)CC1 (stereo not drawn) | i | i | 0 | 2 | i | i | -8 | i | i | i | -4
N#CCNc1ccc([N+](=O)[O-])cc1C#N | i | i | 2 | 2 | i | i | -7 | i | i | i | 11
CCOCCCn1c(SCC(=O)NCc2ccco2)nc2c(sc3ccccc32)c1=O | i | i | -1 | 2 | i | i | -15 | i | i | i | -2
C=CCN1CC(=O)N2C(c3ccccc3)c3[nH]c4ccccc4c3C[C@H]2C1=O (stereo partly drawn) | i | i | -2 | -2 | i | i | -13 | i | i | i | -1
CCCN1CCC(=O)N([C@H](COc2ccccc2)Cc2ccccc2)CC1 | i | i | -6 | 2 | i | i | 0 | i | i | i | -10
Cc1cc(C(=O)N2CCCC(N3CCN(c4cccc(C(F)(F)F)c4)CC3)C2)c(C)o1 (stereo not drawn) | i | i | -3 | 0 | i | i | -16 | i | i | i | -2
CCc1sc(C(=O)NCc2ccco2)cc1C | i | i | 1 | 2 | i | i | -5 | i | i | i | -1
Nc1cc(-c2ccccc2)ccc1O | i | i | 2 | 0 | i | i | -14 | i | i | i | -7
O=C(CN1C(=O)COc2ccc(Cl)cc21)NCC1CCCO1 (stereo not drawn) | i | i | 2 | 1 | i | i | -7 | i | i | i | -10
COCCN(C(=O)CCC(=O)Nc1ccccn1)C(C(=O)NC(C)(C)C)c1ccc(OC)cc1 (stereo not drawn) | i | i | 1 | 2 | i | i | -16 | i | i | i | -1
O=C(NCc1cccs1)c1csc2ccccc12 | i | i | -2 | 1 | i | i | -14 | i | i | i | 14
O=C(Nc1ncccn1)C12CC3CC(CC(C3)C1)C2 | i | i | 5 | 1 | i | i | -9 | i | i | i | ·
COc1ccccc1-c1nc(SCC(=O)Nc2cc(C)on2)c2c(=O)n(C)c(=O)n(C)c2n1 | i | i | -1 | 0 | i | i | -9 | i | i | i | ·
CCOC(=O)c1ccccc1NC(=O)CSc1ncc(C(=O)OCC)c(N)n1 | i | i | 0 | -4 | i | i | -6 | i | i | i | 2

Next structures:
SMILES | KCNQ1 inh | KCNK9 block | GSK3A inh | GSK3beta inhib | RGS4 inh | KCNQ1 pot | hERG protect | KCNK3 inh | RGS4 pot | PolyA inhibitor | Dyrk1A ADPGlo
COCCn1nnnc1C(c1ccc(Cl)cc1)N1CCSCC1 (stereo not drawn) | i | i | -3 | 1 | i | i | 1 | i | i | i | 0
CCOc1ccc(NC(=O)c2ccccc2OCC(=O)c2ccc(C)cc2)cc1 | i | i | 0 | -1 | i | i | -7 | i | i | i | 2
COc1ccc(C)cc1NC(=O)C1COc2ccccc2O1 (stereo not drawn) | i | i | -1 | 3 | i | i | -12 | i | i | i | -3
CCCC(C(=O)N(C)CC(=O)Nc1ccc(N2CCOCC2)cc1)c1ccccc1 (stereo not drawn) | i | i | 0 | 0 | i | i | -11 | i | i | i | 5
Cc1ccc(S(=O)(=O)NCC(=O)N2CCN(c3ccc(F)cc3)CC2)cc1 | i | i | -3 | 3 | i | i | -5 | i | i | i | 2
COc1ccc(OC)c(NC(=O)c2ccccc2N(C)S(=O)(=O)c2ccc(C)cc2)c1 | i | i | -2 | 3 | i | i | -4 | i | i | i | -8
O=c1cc(-c2ccc(Cl)cc2)[nH][nH]1 | i | i | 0 | 1 | i | i | -2 | i | i | i | 6
O=C(CC1N=C2c3ccccc3N=C(SCc3ccccc3Cl)N2C1=O)NCc1ccco1 (stereo not drawn) | i | i | -4 | -1 | i | i | -10 | i | i | i | 1
Cc1nc2sc(C(c3ccccc3)N3CCC(O)CC3)c(O)n2n1 (stereo not drawn) | i | i | 0 | 1 | i | i | -3 | i | i | i | -3

Rewritten as labelled records: entries from further up
COCCn1nnnc1C(c1ccc(Cl)cc1)N1CCSCC1 (stereo not drawn)
  KCNQ1 inh: i	KCNK9 block: i	GSK3A inh: -3	GSK3beta inhib: 1	RGS4 inh: i	KCNQ1 pot: i	hERG protect: 1	KCNK3 inh: i	RGS4 pot: i	PolyA inhibitor: i	Dyrk1A ADPGlo: 0
CCOc1ccc(NC(=O)c2ccccc2OCC(=O)c2ccc(C)cc2)cc1
  KCNQ1 inh: i	KCNK9 block: i	GSK3A inh: 0	GSK3beta inhib: -1	RGS4 inh: i	KCNQ1 pot: i	hERG protect: -7	KCNK3 inh: i	RGS4 pot: i	PolyA inhibitor: i	Dyrk1A ADPGlo: 2
